Bioassay records from PubChem BioAssay.
Eya2 phos inh – qHTS Assay for Inhibitors of the Phosphatase Activity of Eya2; Potency, µM (doses to about 76.9 µM), without a hit: at the top dose activity, negative = inhibition, most hits filed as inhibitors; hit rate 0.006% among 330,000; AID 488837, 2010; recombinant Eya2, OMFP fluorescence dephosphorylation (OMFP is methylfluorescein phosphate); also: potency is read from the fitted curve at half-maximal effect; % is scaled to controls: 0 for no effect and ±100 for the full control effect
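Eya2 (0.2 uM) preincubated 10 min at ambient with compound, then OMFP substrate added at 50 uM; 10 min reaction in 50 mM HEPES pH 7.5, 50 mM NaCl, 5 uM MgCl2, 0.05% BSA, 1 mM DTT. Fluorescence read at Ex 485/Em 525 nm.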
ASM inhibitor – Inhibitors of Secretory Acid Sphingomyelinase (S-ASM): qHTS | Sphingomyelin phosphodiesterase (Homo sapiens), P17405 | placental ASM, HMU-PC fluorogenic substrate, 60 min | Potency, µM (top dose mostly 57.5 µM), for the others: at the top dose activity change, negative = inhibition, most hits filed as inhibitors | hit rate 0.006% among 340,000 | AID 504937, 2011; also: potency is read from the fitted curve at half-maximal effect
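Fluorescence read-out (Ex 386 nm, Em 447 nm) after stopping the reaction at pH 10. Enzyme: ASM from human placenta; substrate HMU-PC0, 9 uM final; 60 min, 37 °C. Compound preincubation 10 min, ambient temperature.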
uPA generation – qHTS for Inhibitors of Cell Surface uPA Generation; cell surface uPA generation assay, qHTS; Potency, µM (top dose mostly 38.3 µM), without a hit: top-dose activity change, negative = inhibition, most hits filed as inhibitors; hit rate 0.31% among 330,000; active = well fitted inhibition curve with a large enough effect; inconclusive = small, poorly fitted or top-dose-only effect; inactive = no such curve, though single readings can be large or run the other way; tested in mouse RAW 264.7 cells; also: potency is read from the fitted curve at half-maximal effect; % is scaled to controls: 0 for no effect and ±100 for the full control effect; nearly all actives have a fitted effect of over 55% in size
USP2a block – qHTS Assay for Inhibitors of Ubiquitin-specific Protease USP2a Using CHOP2 as the Reporter. Ubiquitin carboxyl-terminal hydrolase 2 (Homo sapiens), O75604. USP2 core, Ub-CHOP2 coupled fluorogenic reporter, 485/531. Potency, µM (titrated, usually from 38.3 µM), for inactives: at the highest dose activity change, negative = inhibition, actives largely listed as inhibitors. hit rate 0.01% among 330,000;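 also: potency is read from the fitted curve at half-maximal effect; plate controls were DMSO wells for no effect and full inhibition by NEM control for full effect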
Target sequence (O75604 whole entry, looked up): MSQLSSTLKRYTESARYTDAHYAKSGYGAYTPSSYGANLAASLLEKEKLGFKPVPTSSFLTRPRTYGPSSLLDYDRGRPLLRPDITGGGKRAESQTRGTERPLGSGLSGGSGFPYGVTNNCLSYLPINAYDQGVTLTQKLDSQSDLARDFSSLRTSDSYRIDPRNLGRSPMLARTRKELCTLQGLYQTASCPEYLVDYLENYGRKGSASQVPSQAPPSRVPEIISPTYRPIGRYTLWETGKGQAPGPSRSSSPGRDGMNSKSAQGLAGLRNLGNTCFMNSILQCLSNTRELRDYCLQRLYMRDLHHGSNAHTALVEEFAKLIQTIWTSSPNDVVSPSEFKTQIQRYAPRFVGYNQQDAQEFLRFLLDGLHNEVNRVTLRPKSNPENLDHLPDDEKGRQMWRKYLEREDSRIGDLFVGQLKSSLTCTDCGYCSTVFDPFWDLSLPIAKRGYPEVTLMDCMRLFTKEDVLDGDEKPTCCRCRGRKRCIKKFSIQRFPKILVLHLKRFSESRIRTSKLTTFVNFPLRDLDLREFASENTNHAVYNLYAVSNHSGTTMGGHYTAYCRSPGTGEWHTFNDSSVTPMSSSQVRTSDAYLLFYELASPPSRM
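USP2 core (10nM final) preincubated 30min RT with compound in 20mM Tris-HCl pH 8.0, 2mM CaCl2, 2mM beta-mercaptoethanol, 0.05% CHAPS; 25nM Ub-CHOP2 plus 25nM reporter substrate added, fluorescence (Ex485/Em531) read after 60min.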
a7 integrin act – qHTS for Activators of Integrin-Mediated Alleviation for Muscular Dystrophy | alpha7betagal myoblasts, beta-gal FDG fluorescence, 48 h | Potency, µM (titrated, usually from 38.3 µM), for inactives: at the highest dose activation, hits mostly activators | hit rate 0.064% among 350,000 | AID 624291, 2012;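 also: potency is read from the fitted curve at half-maximal effect; 100% = response of the positive control SU9516; nearly all actives have a fitted effect of over 60% in size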
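alpha7betagal+/- myoblasts (passage 13, 250/well) treated 48 h at 37C with compounds at 1:260 dilution of DMSO stock. Lysed, then beta-galactosidase activity read as FDG fluorescence (ex 480/em 540) after 30 min, with pre-read for autofluorescence.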
B2AR arrestin – qHTS assay of beta-arrestin-biased ligands of beta2-adrenergic receptor | Beta-2 adrenergic receptor (Homo sapiens), P07550 | beta-arrestin recruitment to beta2AR, cell-based reporter | Potency, µM (series often up to 46.1 µM), inactives show top-dose activation, usual class: activators | hit rate 0.02% among 330,000;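 also: potency is read from the fitted curve at half-maximal effect; 0% = DMSO controls and full agonism = EC100 isoproterenol or metaproterenol; nearly all actives have a fitted effect of over 65% in size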
Target sequence (P07550 whole entry, looked up): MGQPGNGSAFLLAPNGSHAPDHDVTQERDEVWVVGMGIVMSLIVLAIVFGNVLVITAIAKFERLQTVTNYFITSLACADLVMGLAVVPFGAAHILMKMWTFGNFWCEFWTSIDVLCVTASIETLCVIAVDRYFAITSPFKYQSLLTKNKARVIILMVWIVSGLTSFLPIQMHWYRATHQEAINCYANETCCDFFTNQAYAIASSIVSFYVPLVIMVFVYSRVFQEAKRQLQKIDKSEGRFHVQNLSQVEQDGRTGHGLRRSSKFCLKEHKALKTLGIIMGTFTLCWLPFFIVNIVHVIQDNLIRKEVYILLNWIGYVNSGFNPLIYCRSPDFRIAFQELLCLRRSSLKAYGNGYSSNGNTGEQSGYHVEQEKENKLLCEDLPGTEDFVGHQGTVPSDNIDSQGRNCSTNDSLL
TRPV1 ag – HTS Assay for Compounds that Act as Agonists of the Vanilloid Receptor 1 | hit rate 0.19% among 320,000 | Transient receptor potential cation channel subfamily V member 1 (Homo sapiens), Q8NER1 | activation, % at 8.33 µM | TRPV1-expressing cells, Fluo-8 calcium influx, agonist mode; in the data active = activation above about 80%; inconclusive = between about 30% and that limit; also: 0% is about no effect
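TRPV1-expressing cells were cultured overnight at 35.5C and loaded with Fluo-8 calcium dye for 40 to 90 min at room temperature. After a 10 s baseline, compound was added and calcium influx was read kinetically for 3 min (ex 480/em 520 nm).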
PTAP TSG101 blk – qHTS Assay for Iinhibitors of HIV-1 Budding by Blocking the Interaction of PTAP/TSG101. Tumor susceptibility gene 101 protein (Homo sapiens), Q99816. Fluorescence polarization, FITC-PTAP peptide / Tsg101 binding. Potency, µM (highest dose often 115 µM), for inactives: top-dose activity change, negative = inhibition, most hits filed as inhibitors. 340,000 tested, under 10 active; active = well fitted inhibition curve with a large enough effect in the main read-out, with a control signal flat, not every such curve was filed as active; inconclusive = small, poorly fitted or top-dose-only effect, or effect the other way, or a change in a side signal; inactive = no such curve, though single readings can be large or run the other way; also: potency is read from the fitted curve at half-maximal effect; % of control where 0% means no effect
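Steps: Tsg101 binding domain dispensed (10 uM final), compounds pinned in DMSO, FITC-labeled PTAP-motif peptide added (50 nM final); after 20 min binding at room temperature, polarization measured.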
BRCA1 expr up – qHTS Assay to Identify Small Molecule Activators of BRCA1 Expression. hit rate 1.1% among 380,000. MCF7-BRCA1-FFLuc reporter, luminescence, 48 h; response scale: scaled: vehicle 0%, 10 µM genistein 100%. Potency, µM (titrated, usually from 46.1 µM), inactives show top-dose activation, actives largely listed as activators; also: potency is read from the fitted curve at half-maximal effect; nearly all actives have a fitted effect of over 80% in size; some results filed as inactive show a strong effect at the top dose
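Compounds are tested at multiple concentrations on MCF7 BRCA1-luciferase reporter cells seeded at 2000 per well; after 48 h, a single luminescence end-point is taken and curves fitted to the normalized data.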
ELG1 genotoxic – qHTS screen for small molecules that induce genotoxicity in human embryonic kidney (HEK293T) cells expressing luciferase-tagged ELG1; HEK293T ELG1-luciferase reporter, luminescence, 16 h; Potency, µM (top dose mostly 46 µM), for inactives: top-dose activity change, positive = activation, actives largely listed as activators; hit rate 1.3% among 330,000; AID 504466, 2011; also: potency is read from the fitted curve at half-maximal effect; % of control where 0% means no effect; nearly all actives have a fitted effect of over 60% in size
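Luminescence read-out: rising ELG1-luciferase signal, reflecting elevated ELG1 protein under genetic stress, flags genotoxic compounds. Cells were treated for 16 hr at 37 °C before ONE-Glo detection.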
p53 reactivator – qHTS assay for re-activators of p53 using a Luc reporter; Potency, µM (series often up to 92.2 µM), inactives show at the top dose activity change, positive = activation, most hits filed as activators; H1299 p53-A138V BP100-luciferase reporter, luminescence, 24 h; hit rate 0.063% among 320,000; also: potency is read from the fitted curve at half-maximal effect; % of control where 0% means no effect; nearly all actives have a fitted effect of over 45% in size
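H1299 (p53-null), stable ts p53-A138V + BP100-Luc; 1000 cells/well, Opti-MEM/10% FBS; cpd 4 pt, 1:5; 24 h, 37 deg C, 5% CO2; detection reagent 10 min RT; luminescence.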
An asterisk follows results filed as active; ? = inconclusive; . = not tested or not shown; [ ] = remark or other dose. Unless noted, calls follow the shape of the dose curve; as a rule, active = well fitted curve in the direction sought with a large enough effect; inconclusive = small, poorly fitted or top-dose-only effect, or another doubt; inactive = no such curve, though single readings can be large; an effect the other way counts as inactive or inconclusive.

(1) N#Cc1ccc(COC(=O)Cn2nnc(-c3ccccc3)n2)cc1
(2) COCCC(=O)N1CCC(Oc2ccc(C(=O)NCCc3cn[nH]c3)cc2)CC1
(3) Cc1ccc(C)c(S(=O)(=O)N2CCCCC2CCNC(=O)C(=O)NC2CC2)c1 (stereo unspecified)
(4) C=CCNC(=S)N/N=C/c1ccccc1OCCOc1ccccc1
(5) Cc1ccc(-n2c(Cc3ccccc3)nnc2SCC(=O)NNC(=O)Cc2ccccc2)cc1
(6) O=C(CCC(NC(=O)OCc1ccccc1)C(=O)OCc1ccccc1)NCC(=O)OCc1ccccc1 (stereo unspecified)
(7) COc1ccc(/C=N/NC(=O)C2CCN(c3ncc(C(F)(F)F)cc3Cl)CC2)cc1
(8) CC(=C\c1ccccc1)/C=C1/SC(=S)N(CCC(=O)Nc2ccccn2)C1=O
(9) O=C1NC(c2ccccc2)(C(F)(F)F)SC2=CCCCCN12 (stereo unspecified)
(10) Cc1ccc(OCCN2C(=O)c3ccccc3C2=O)cc1
assay / compound	1	2	3	4	5	6	7	8	9	10
ASM inhibitor	-2%	3%	2%	-2%	-1%	-3%	-2%	.	2%	0%
USP2a block	1%	4%	2%	0%	2%	0%	-1%	3%	1%	-8%
Eya2 phos inh	-7%	-6%	7%	-1%	-6%	-2%	1%	-6%	5%	-9%
BRCA1 expr up	0%	5%	-11%	-25%	19%	-10%	7%	.	0%	22%
p53 reactivator	-14%	17%	-4%	8%	-2%	?	1%	0%	2%	14%
B2AR arrestin	-0.9%	-0.3%	0.1%	-1.1%	-0.3%	-0.9%	-0.1%	0.0%	-1.0%	-0.1%
TRPV1 ag	28	0	2	0	-4	1	0	-1	6	-3
ELG1 genotoxic	2%	0%	-1%	0%	0%	0%	9%	4%	-3%	?
a7 integrin act	0%	-3%	7%	-5%	21%	-15%	-4%	.	-3%	15%
uPA generation	3%	5%	-1%	4%	.	-2%	-3%	.	2%	.
PTAP TSG101 blk	-5%	-4%	1%	-2%	-3%	-1%	-2%	.	-4%	-8%

(11) CCN(CC(=O)Nc1c(F)cccc1F)C(=O)C(C)SCc1nc2sc(C)c(C)c2c(=O)[nH]1 (stereo unspecified)
(12) Cc1oc(C(=O)Nc2ccc(O)cc2)cc1COc1ccccc1
(13) CC(C)(C)OC(=O)CC1(C#N)c2ccccc2C(Br)=CN1C(=O)c1ccccc1 (stereo unspecified)
(14) O=C(Nc1ncc(Cc2ccccc2Cl)s1)c1ccc(-c2cccc([N+](=O)[O-])c2)o1
(15) CCOC(=O)C1CCN(CC(=O)N2CCc3ccccc32)CC1
(16) O=C(CCn1nc(-c2ccccc2)c2ccccc2c1=O)NCC1CCCO1 (stereo unspecified)
(17) CS(=O)(=O)N1CCCC(c2nc(-c3ccc(S(=O)(=O)NCc4ccccc4)cc3)no2)C1 (stereo unspecified)
(18) CCOc1ccc(NC(=O)CNC(=O)c2ccc(OC)cc2)cc1
(19) COc1ccc(-c2c(NC(=O)c3ccco3)n(C)c3ccccc3c2=O)cc1
(20) O=C(COCc1ccccc1)N[C@@H]1c2ccccc2CC[C@@H]1OCc1ccccc1
assay / compound	11	12	13	14	15	16	17	18	19	20
ASM inhibitor	2%	-3%	4%	3%	1%	-5%	-1%	0%	1%	-1%
USP2a block	1%	-7%	-2%	1%	1%	2%	2%	-1%	0%	1%
Eya2 phos inh	4%	-31%	-19%	-2%	-8%	-5%	-5%	7%	-4%	-5%
BRCA1 expr up	0%	2%	-42%	-3%	3%	0%	-55%	1%	-5%	-36%
p53 reactivator	-11%	9%	-9%	2%	0%	-3%	2%	-1%	0%	8%
B2AR arrestin	-0.7%	-0.3%	-0.2%	-0.4%	0.0%	-0.8%	0.2%	-0.1%	-1.1%	0.1%
TRPV1 ag	1	?	8	-1	1	-1	0	3	1	.
ELG1 genotoxic	1%	?	0%	-5%	4%	-3%	-12%	2%	3%	-4%
a7 integrin act	-1%	-25%	-21%	-8%	-15%	-2%	10%[7.66 µM]	-4%	10%	-12%
uPA generation	5%	-5%	4%	-7%	-5%	-1%	.	1%	.	-18%
PTAP TSG101 blk	-1%	-6%	-2%	-3%	-2%	-7%	-3%	1%	0%	-6%

(21) CC(C)(C)NC(=O)CN(C(=O)CS(=O)CC(=O)Nc1ccc(F)cc1)c1ccc(F)c(Cl)c1 (stereo unspecified)
(22) CCOc1cc(C=C(C#N)C#N)ccc1Oc1ccc([N+](=O)[O-])cn1
(23) CCN(C(=S)NC(=O)C1CC1)c1ccccc1
(24) Cc1cc2oc(C(=O)N(Cc3ccccc3)C3CCS(=O)(=O)C3)cc(=O)c2cc1Cl (stereo unspecified)
(25) O=C(Nc1ccc(F)cc1)C1CCN(c2nnnn2-c2ccccc2)CC1
(26) Cc1cccc(N2CCN(S(=O)(=O)c3ccc4c(c3)OCCO4)CC2)c1C
(27) COc1cccc(NC(=O)CN2C(=O)NC(c3ccccc3)(c3ccccc3)C2=O)c1
(28) Cc1cc(NC(=O)CCCC(=O)N(CC(=O)NCCc2ccccc2)Cc2ccc(F)cc2)no1
(29) NC(=O)c1c[nH]c2ccccc12
(30) CC(=O)N1CCN(CC(=O)Nc2ccccc2C(=O)Nc2ccccc2)CC1
(31) COc1cccc2c1OC1(C)CC2NC(=O)N1c1cccc(C(=O)Nc2ccc3c(c2)OCCO3)c1 (stereo unspecified)
(32) CC(=O)O[C@H]1[C@H](C)OC=C[C@@H]1OC(C)=O
assay / compound	21	22	23	24	25	26	27	28	29	30	31	32
ASM inhibitor	-3%	-2%	1%	-4%	-2%	2%	-3%	-2%	-1%	0%	-1%	9%
USP2a block	1%	-1%	3%	1%	2%	2%	-4%	-1%	-2%	6%	2%	4%
Eya2 phos inh	7%	2%	-7%	-19%	-17%	-8%	-12%	2%	-3%	-3%	6%	-4%
BRCA1 expr up	-31%	-18%	-2%	2%	-17%	-53%	-16%	1%	8%	0%	8%	2%
p53 reactivator	-17%	-5%	1%	1%	-22%	4%	1%	-1%	-2%	1%	20%	20%
B2AR arrestin	-0.4%	-0.4%	3.0%	0.2%	-0.7%	-0.6%	3.8%	0.1%	0.1%	-0.1%	-0.2%	-0.6%
TRPV1 ag	20	4	-3	-1	21	24	11	4	-2	.	-2	-1
ELG1 genotoxic	1%	0%	4%	-3%	-7%	-10%	0%	2%	3%	2%	5%	1%
a7 integrin act	-25%	-55%[inhibitor]	23%	8%	16%	?	13%	-16%	24%	-14%	-28%	27%
uPA generation	-1%	-8%	13%	-2%	4%	0%	0%	-2%	10%	6%	5%	-7%
PTAP TSG101 blk	2%	2%	-1%	-1%	-6%	-6%	-12%	-8%	-2%	-2%	-6%	1%

Some entries already given, limited to USP2a block:
cpd	structure	USP2a block
14	O=C(Nc1ncc(Cc2ccccc2Cl)s1)c1ccc(-c2cccc([N+](=O)[O-])c2)o1	1%
15	CCOC(=O)C1CCN(CC(=O)N2CCc3ccccc32)CC1	1%

Structural class: those above containing a nitro group on carbon.
(14) O=C(Nc1ncc(Cc2ccccc2Cl)s1)c1ccc(-c2cccc([N+](=O)[O-])c2)o1
(22) CCOc1cc(C=C(C#N)C#N)ccc1Oc1ccc([N+](=O)[O-])cn1
assay / compound	14	22
ASM inhibitor	3%	-2%
USP2a block	1%	-1%
Eya2 phos inh	-2%	2%
BRCA1 expr up	-3%	-18%
p53 reactivator	2%	-5%
B2AR arrestin	-0.4%	-0.4%
TRPV1 ag	-1	4
ELG1 genotoxic	-5%	0%
a7 integrin act	-8%	-55%[inhibitor]
uPA generation	-7%	-8%
PTAP TSG101 blk	-3%	2%
